IDE inh – human IDE inhibitors in live cells, primary screen, fluorescence polarization, HEK cells, FAbetaB substrate | inhibition, % at 5.59 µM | Insulin-degrading enzyme (Homo sapiens), P14735 | FAbetaB cleavage | AID 434962, 2010 | actives 0.41% (n = 320,000);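 active means percent inhibition above the average of all tested compounds plus 3 SD, set per screening campaign, cut at about 16% in these data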;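 further: IDE supplied by intact live HEK cells; FP after avidin binding of uncleaved biotin substrate so inhibition keeps polarization high; 0% = DMSO wells and 100% = 60 µM reference IDE inhibitor Ii1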
Target sequence (P14735 whole entry, looked up): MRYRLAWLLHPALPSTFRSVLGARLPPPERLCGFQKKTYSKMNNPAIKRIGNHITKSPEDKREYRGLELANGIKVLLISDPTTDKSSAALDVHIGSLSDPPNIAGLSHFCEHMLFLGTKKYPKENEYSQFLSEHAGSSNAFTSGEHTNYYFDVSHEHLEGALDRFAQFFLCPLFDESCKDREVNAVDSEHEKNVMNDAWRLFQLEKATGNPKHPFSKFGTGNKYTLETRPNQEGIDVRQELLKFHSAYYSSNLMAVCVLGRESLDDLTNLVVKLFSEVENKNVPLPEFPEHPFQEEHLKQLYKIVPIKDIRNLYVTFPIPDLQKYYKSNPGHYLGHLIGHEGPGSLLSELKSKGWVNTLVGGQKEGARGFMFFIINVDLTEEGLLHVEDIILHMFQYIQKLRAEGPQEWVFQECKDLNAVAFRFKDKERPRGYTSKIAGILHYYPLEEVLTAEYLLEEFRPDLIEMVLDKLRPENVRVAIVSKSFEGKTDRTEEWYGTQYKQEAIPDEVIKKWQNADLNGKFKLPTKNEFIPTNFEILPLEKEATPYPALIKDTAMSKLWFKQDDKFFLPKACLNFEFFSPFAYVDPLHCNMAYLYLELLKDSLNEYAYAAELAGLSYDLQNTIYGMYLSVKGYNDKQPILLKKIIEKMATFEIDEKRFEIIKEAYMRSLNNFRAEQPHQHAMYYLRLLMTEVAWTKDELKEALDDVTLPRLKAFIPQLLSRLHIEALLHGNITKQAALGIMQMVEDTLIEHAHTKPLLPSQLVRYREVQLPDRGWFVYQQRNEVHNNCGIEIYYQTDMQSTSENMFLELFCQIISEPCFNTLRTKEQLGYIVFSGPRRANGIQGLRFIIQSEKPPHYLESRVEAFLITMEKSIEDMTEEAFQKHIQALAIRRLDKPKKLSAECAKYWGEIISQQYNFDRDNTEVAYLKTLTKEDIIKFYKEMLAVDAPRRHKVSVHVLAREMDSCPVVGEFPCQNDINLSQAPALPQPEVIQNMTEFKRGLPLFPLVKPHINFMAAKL
IDE act – human IDE activators in live cells, primary screen, fluorescence polarization, HEK cells, FAbeta-B substrate. actives 0.073% (n = 340,000). Insulin-degrading enzyme (Homo sapiens), P14735. FAbeta-B cleavage; 0% vehicle, 100% cell-free pure enzyme wells. AID 493087, 2011. activation, % at 5.96 µM;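 active means activation above the mean of all tested compounds plus 3 SD, set per screening campaign, cut at about 17% in these data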
An asterisk follows results filed as active.

COc1ccc(S(=O)(=O)N2CCCCCC2)cc1C(=O)N(C)CC(=O)Nc1ccc(F)cc1 was read as IDE inh 4 and IDE act 3.
`COc1ccc([C@H](NC(=O)OC(C)(C)C)C(=O)OC(C)(C)C)cc1` gave IDE inh 0 and IDE act 2.
Screening CCCSc1ccc([C@H]2N[C@@](CC(C)C)(C(=O)OC)[C@H]3C(=O)N(C)C(=O)[C@@H]23)cc1 returned IDE inh -1 and IDE act 2.
`CN(CCOc1ccccc1)C(=O)c1ccc(Cl)c(S(=O)(=O)N2CCCCC2)c1` gave IDE inh -5 and IDE act 7.
CC(=O)c1ccc(NC(=O)COC(=O)CCC2CCCC2)cc1 was read as IDE inh 7 and IDE act 1.
CC(C)CN(C(=O)COC(=O)C1CC1)c1c(N)n(Cc2ccccc2)c(=O)[nH]c1=O was read as IDE inh -2 and IDE act -2.
`CCOC(=O)c1ccc(NS(=O)(=O)c2cc3c4c(c2)CCN4C(=O)CC3)cc1` gave IDE inh -1 and IDE act 1.
CCN(CC)C(=O)c1nc[nH]c1C(=O)N(C)Cc1ccccc1 was read as IDE inh 0 and IDE act 2.
`CCOC(=O)N1CCN(C(=O)COC(=O)CNC(=O)c2ccc(Cl)cc2Cl)CC1` gave IDE inh -7 and IDE act 1.
`COc1ccc(/C=C/C(=O)c2ccc3c(c2)OCO3)cc1OC` gave IDE inh 0 and IDE act 2.

Some of these compounds in order of molecular weight, high to low:
COc1ccc(S(=O)(=O)N2CCCCCC2)cc1C(=O)N(C)CC(=O)Nc1ccc(F)cc1 was read as IDE inh 4 and IDE act 3.
Screening CCCSc1ccc([C@H]2N[C@@](CC(C)C)(C(=O)OC)[C@H]3C(=O)N(C)C(=O)[C@@H]23)cc1 returned IDE inh -1 and IDE act 2.
`CCOC(=O)c1ccc(NS(=O)(=O)c2cc3c4c(c2)CCN4C(=O)CC3)cc1` gave IDE inh -1 and IDE act 1.

New compounds follow:
For CC(=O)N1CCN(C(=O)c2cccc(S(=O)(=O)N3CCN(c4ccc(F)cc4)CC3)c2)CC1 the results were IDE inh 4 and IDE act 3.
CCOC(=O)CCCCCC(=O)Nc1ccc2c(c1)C(=O)N([C@H](C)CO)C[C@@H](C)[C@H](CN(C)Cc1ccc3c(c1)OCO3)O2 was read as IDE inh 0 and IDE act 4.
COC(=O)[C@@H](N)Cc1ccc(O)c(O)c1 was read as IDE inh -2 and IDE act 10.
Cc1ccc(C)c(S(=O)(=O)N2CCN(C(=O)CCNS(=O)(=O)c3ccc(C)c(C)c3)CC2)c1 was read as IDE inh -4 and IDE act -4.
O=C(c1ccc(F)c(S(=O)(=O)N2CCOCC2)c1)N1CCN(c2ccc(F)cc2)CC1 was read as IDE inh -2 and IDE act 1.
`Nc1c(N(CCC2=CCCCC2)C(=O)COc2ccc(F)cc2)c(=O)[nH]c(=O)n1Cc1ccccc1` gave IDE inh 4 and IDE act 3.
Screening COc1ccc(C(=O)N/C(=C\c2ccc(SC)cc2)C(=O)NCCCn2ccnc2)cc1OC returned IDE inh 0 and IDE act 1.
CN(C)c1ccc(C(CNC(=O)c2ccc(-c3ccccc3)cc2)N2CCOCC2)cc1 (stereo not drawn) was read as IDE inh 2 and IDE act -7.
Screening Cc1ccc(S(=O)(=O)N2CCN(C(=O)c3n[nH]c4ccccc34)CC2)cc1 returned IDE inh 6 and IDE act 5.
`CCOc1ccc(CCNC(=O)COC(=O)c2cccnc2Cl)cc1OCC` gave IDE inh 12 and IDE act 3.
Cc1ccc(C(=O)CCC(=O)Nc2ccc(C)cn2)cc1 was read as IDE inh -4 and IDE act 2.
Cc1ccc(NS(=O)(=O)c2cc(C(=O)N3CCN(CCO)CC3)ccc2C)cc1 was read as IDE inh 9 and IDE act 7.
For C=CCN(c1ccccc1OC)S(=O)(=O)c1cccc(C(=O)NCc2ccco2)c1 the results were IDE inh -7 and IDE act 2.
COc1ccc(OCc2nnc(SCC(=O)NCC3CCCO3)n2N)cc1 (stereo not drawn) was read as IDE inh 2 and IDE act -1.
Screening CCN(CC(=O)Nc1c(F)cccc1F)C(=O)C1CCN(C(=O)Nc2ccccc2)CC1 returned IDE inh -2 and IDE act 2.
Screening Cc1ccn2c(=O)c(NC(=O)c3cccc4ccccc34)c(C)nc2c1 returned IDE inh -13 and IDE act -1.
Screening C#CCOCCOCCOCCNc1nc(N2CCN(C(=O)CCCCCCCCCCNC(=O)[C@@H](CCC(=O)O)n3cc(CCCCCN)nn3)CC2)nc(N2CCN(C(=O)CCCCCCCCCCNC(=O)[C@H]([C@@H](C)CC)n3cc(CCCCCN)nn3)CC2)n1 returned IDE inh 3 and IDE act 8.
`O=C(NCCOc1ccccc1)C1=CC=CN2CCS(=O)(=O)N=C12` gave IDE inh 7 and IDE act 1.
`Cc1sc2ncnc(N3CCC(C(=O)Nc4ccc(Cl)c(Cl)c4)CC3)c2c1C` gave IDE inh 2 and IDE act -5.
`Cc1ccc(C)c(S(=O)(=O)Nc2cc3c4c(c2)CC(=O)N4CCC3)c1` gave IDE inh 3 and IDE act 0.
`O=C(Cn1cc(CNC(=O)C2CCCCC2)nn1)Nc1cc(C(F)(F)F)ccc1Cl` gave IDE inh -4 and IDE act -5.
Screening [O-]/[N+](=C\c1ccccc1)c1ccc(Br)cc1 returned IDE inh 2 and IDE act -1.
Screening CNCC[C@H](Oc1ccc(C(F)(F)F)cc1)c1ccccc1 returned IDE inh 0 and IDE act 6.
Screening CCN(CC(=O)Nc1c(F)cccc1F)C(=O)C1CCN(S(=O)(=O)c2ccc(C)cc2C)CC1 returned IDE inh -2 and IDE act 2.
CCCCN(C(=O)c1cccs1)C1CCS(=O)(=O)C1 (stereo not drawn) was read as IDE inh 6 and IDE act -2.
COc1ccc(C(=O)OCC(=O)NCCc2ccc(F)cc2)cc1S(=O)(=O)N1CCOCC1 was read as IDE inh 2 and IDE act -2.
For CCN(CC(=O)NC1CCS(=O)(=O)C1)S(=O)(=O)c1cc([N+](=O)[O-])ccc1C (stereo not drawn) the results were IDE inh 0 and IDE act 4.
`CC(C)NC[C@@H](O)COc1ccc(CC(N)=O)cc1` gave IDE inh 1 and IDE act 5.
Screening CCN(CC(=O)NC1CCS(=O)(=O)C1)c1ccc(S(=O)(=O)N(CC)CC)cc1[N+](=O)[O-] (stereo not drawn) returned IDE inh -7 and IDE act 0.
`O=C1COc2ccc(C(=O)COC(=O)c3ccc(Cl)cc3[N+](=O)[O-])cc2N1` gave IDE inh 1 and IDE act 5.
Screening Cc1ccc(C)c(OCCC(=O)OCC(=O)Nc2ccc(N3CCOCC3)cc2)c1 returned IDE inh 3 and IDE act -1.
CCN(CC(=O)Nc1ccc(OC)cc1)C(=O)CSCC(=O)Nc1cc(C)on1 was read as IDE inh 0 and IDE act -1.
Screening O=C(c1ccccc1OC(F)F)N1CCN(S(=O)(=O)c2ccc3c(c2)OCCCO3)CC1 returned IDE inh -3 and IDE act 2.
CN(CCc1ccccc1)C(=O)c1ccc(NC(=O)Cc2ccc([N+](=O)[O-])cc2)cc1 was read as IDE inh 5 and IDE act 0.
Screening O=C(COC(=O)COc1ccccc1)Nc1ncc(Cl)cc1Cl returned IDE inh 3 and IDE act 6.
Screening Cc1ccccc1N1CCN(S(=O)(=O)C[C@]23CCC(CC2NC(=O)[C@@H](N)CCS(C)(=O)=O)C3(C)C)CC1 (stereo partly drawn) returned IDE inh 2 and IDE act 3.
Screening O=C(COC(=O)c1ccc2ncsc2c1)Nc1ccc(OC(F)(F)F)cc1 returned IDE inh -1 and IDE act -1.
CCCCN(C(=O)CSc1nnc(-c2ccccc2)o1)c1c(N)n(CCC)c(=O)[nH]c1=O was read as IDE inh -3 and IDE act 0.
Screening COC(=O)CCC(=O)OC returned IDE inh 7 and IDE act 3.
CC1C(=O)N2CCCc3cc(S(=O)(=O)Nc4ccccc4C(N)=O)cc1c32 (stereo not drawn) was read as IDE inh 1 and IDE act 4.

Ordered by length of the SMILES (falling): some entries from above.
Screening Cc1ccccc1N1CCN(S(=O)(=O)C[C@]23CCC(CC2NC(=O)[C@@H](N)CCS(C)(=O)=O)C3(C)C)CC1 (stereo partly drawn) returned IDE inh 2 and IDE act 3.
For CCN(CC(=O)NC1CCS(=O)(=O)C1)S(=O)(=O)c1cc([N+](=O)[O-])ccc1C (stereo not drawn) the results were IDE inh 0 and IDE act 4.
CN(CCc1ccccc1)C(=O)c1ccc(NC(=O)Cc2ccc([N+](=O)[O-])cc2)cc1 was read as IDE inh 5 and IDE act 0.
Screening O=C(c1ccccc1OC(F)F)N1CCN(S(=O)(=O)c2ccc3c(c2)OCCCO3)CC1 returned IDE inh -3 and IDE act 2.
`O=C1COc2ccc(C(=O)COC(=O)c3ccc(Cl)cc3[N+](=O)[O-])cc2N1` gave IDE inh 1 and IDE act 5.
CC1C(=O)N2CCCc3cc(S(=O)(=O)Nc4ccccc4C(N)=O)cc1c32 (stereo not drawn) was read as IDE inh 1 and IDE act 4.
Screening Cc1ccc(C)c(OCCC(=O)OCC(=O)Nc2ccc(N3CCOCC3)cc2)c1 returned IDE inh 3 and IDE act -1.
Screening O=C(COC(=O)c1ccc2ncsc2c1)Nc1ccc(OC(F)(F)F)cc1 returned IDE inh -1 and IDE act -1.
Screening O=C(COC(=O)COc1ccccc1)Nc1ncc(Cl)cc1Cl returned IDE inh 3 and IDE act 6.
`CC(C)NC[C@@H](O)COc1ccc(CC(N)=O)cc1` gave IDE inh 1 and IDE act 5.
Screening COC(=O)CCC(=O)OC returned IDE inh 7 and IDE act 3.

Following part
For CCOc1ccc(CCNC(=O)c2cccc(-n3cnnn3)c2)cc1OCC the results were IDE inh 1 and IDE act 5.
`CCOC(=O)C(CN1CCCC1)c1ccccc1` (stereo not drawn) gave IDE inh 1 and IDE act 4.
O=C1CC(N2CCN(S(=O)(=O)c3ccccc3F)CC2)C(=O)N1c1ccc(F)cc1F (stereo not drawn) was read as IDE inh 3 and IDE act 0.
`Cc1nc2c(C)cccn2c(=O)c1NC(=O)c1ccco1` gave IDE inh 7 and IDE act 8.
`O=C(Nc1ccc(Br)cn1)c1ccc(COc2c(F)c(F)cc(F)c2F)o1` gave IDE inh 0 and IDE act 3.
`O=C(NNC(=O)c1cc(Cl)ccc1O)c1ccc(NS(=O)(=O)c2cccs2)cc1` gave IDE inh 0 and IDE act 4.
For CCN(CC(=O)Nc1c(F)cccc1F)C(=O)c1ccc(N2C(=O)c3ccccc3C2=O)cc1 the results were IDE inh -2 and IDE act 2.
For COC(=O)c1c(NC(=O)CSc2ncnc3ccccc23)sc(C)c1C the results were IDE inh -3 and IDE act -3.
COc1cc(C(=O)NNC(=O)/C=C/c2ccco2)cc(OC)c1OC was read as IDE inh 2 and IDE act 0.
CCN(C[C@H]1N[C@@](C)(C(=O)OC)[C@H]2C(=O)N(Cc3ccccc3)C(=O)[C@@H]12)C(=O)Nc1ccc(C)cc1 was read as IDE inh 6 and IDE act 8.
O=C(COC(=O)Cc1ccccc1F)NNC(=O)c1ccc([N+](=O)[O-])cc1 was read as IDE inh -3 and IDE act 0.
Screening Cc1ccc(S(=O)(=O)NCC(=O)OCCOc2cccc(Cl)c2)cc1 returned IDE inh -3 and IDE act 0.
`CCOC(=O)N1CCN(CC(=O)Nc2ccccc2C(=O)Nc2ccccc2)CC1` gave IDE inh -2 and IDE act 3.
CCCCNc1ccc2oc(-c3ccc(OC)cc3)c(-c3ccc(OC)c(F)c3)c2c1 was read as IDE inh 8 and IDE act 2.
For Cc1ccc(S(=O)(=O)N2CCN(C(=O)CCc3c[nH]c4ccccc34)CC2)cc1 the results were IDE inh 4 and IDE act 4.
`COc1ccc(-c2csc(NC(=O)CSc3nnnn3C)n2)cc1OC` gave IDE inh 2 and IDE act 4.
Cc1ccc(S(=O)(=O)N2CCCCC2CCNC(=O)C(=O)NCc2ccco2)cc1 (stereo not drawn) was read as IDE inh 14 and IDE act -2.
For c1cn(CCCNC2CCCCCCC2)cn1 the results were IDE inh 1 and IDE act 7.
`CC1CCCCC1NC(=O)COc1ccccc1C#N` (stereo not drawn) gave IDE inh -3 and IDE act -3.
NS(=O)(=O)c1cc(C(=O)OCCNC(=O)c2ccccc2)c(Cl)cc1Cl was read as IDE inh 2 and IDE act 2.
Screening Cc1ccccc1NC(=O)Cc1nc(COC(=O)c2ccc(NC(N)=O)cc2)cs1 returned IDE inh 1 and IDE act 0.
Cn1c(N)c(C(=O)COC(=O)c2ccc(OC(F)F)cc2)c(=O)n(C)c1=O was read as IDE inh -2 and IDE act -4.
For Cn1c(SCC(=O)NCCc2ccccc2)ncc(C(=O)Nc2ccccc2)c1=O the results were IDE inh -2 and IDE act 4.
For COc1cccc(C(=O)Nc2cccc(-c3nnc(-c4ccccc4)o3)c2)c1 the results were IDE inh 17* and IDE act -12.
`CN(CC(=O)Nc1cccc(F)c1)C(=O)Cn1c(=O)oc2ccccc21` gave IDE inh 0 and IDE act 3.
`CC(OC(=O)c1nc(Cl)ccc1Cl)C(=O)NC1CCCCC1C` (stereo not drawn) gave IDE inh 1 and IDE act 3.
For CCOC(=O)C1=C(COC(=O)Cc2c(F)cccc2Cl)NC(=O)NC1C (stereo not drawn) the results were IDE inh 1 and IDE act 2.
Screening COc1ccc(C(=O)OC(C)C(=O)NC2CCCc3ccccc32)cc1OC (stereo not drawn) returned IDE inh -2 and IDE act -1.
For CCn1c(SCC(=O)N(C)CCC#N)nc2cc(S(=O)(=O)N3CCOCC3)ccc21 the results were IDE inh 1 and IDE act -2.
For C[C@@H]1COC(=O)[C@H](Cc2ccc(F)cc2)CC/C=C\C[C@@H](CC(=O)NCCO)C(=O)N1 the results were IDE inh 6 and IDE act 3.
For CCC(C)CCN1C(N(C)C)=NC[C@@H]1Cc1ccccc1 (stereo partly drawn) the results were IDE inh -1 and IDE act 6.
Screening Cc1ccccc1NC(=O)CSc1nnc2ccc(-c3ccccn3)nn12 returned IDE inh 7 and IDE act -3.
`Cc1ccc(-c2nn(-c3ccccc3)cc2C(=O)NCC2CCCO2)cc1` (stereo not drawn) gave IDE inh -7 and IDE act -7.

Assay outcomes deposited in PubChem BioAssay by The Scripps Research Institute Molecular Screening Center.

These rows are one share of the data; count on the stated rates, not on these rows.
